# Bioassay records (PubChem BioAssay)
# OXTR potentiate – human OXTR potentiators, primary screen, fluorescence, CHO-OTR cells, Fluo-8 calcium | Oxytocin receptor (Homo sapiens), P30559 | 320,000 tested, 0.061% active | activation, % at 3 µM | Fluo-8 calcium fluorescence, potentiator mode; 0% = oxytocin EC15, 100% = EC100;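 active = activation above that plate's cutoff, the mean activation of tested compounds plus 3 SD, cut at about 6.6% in these data, passing the limit was not always enough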;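 note: 100% uses oxytocin at 75 nM as the full agonist control; some results filed as inactive read as strong as hits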
# Target sequence (P30559 whole entry, looked up): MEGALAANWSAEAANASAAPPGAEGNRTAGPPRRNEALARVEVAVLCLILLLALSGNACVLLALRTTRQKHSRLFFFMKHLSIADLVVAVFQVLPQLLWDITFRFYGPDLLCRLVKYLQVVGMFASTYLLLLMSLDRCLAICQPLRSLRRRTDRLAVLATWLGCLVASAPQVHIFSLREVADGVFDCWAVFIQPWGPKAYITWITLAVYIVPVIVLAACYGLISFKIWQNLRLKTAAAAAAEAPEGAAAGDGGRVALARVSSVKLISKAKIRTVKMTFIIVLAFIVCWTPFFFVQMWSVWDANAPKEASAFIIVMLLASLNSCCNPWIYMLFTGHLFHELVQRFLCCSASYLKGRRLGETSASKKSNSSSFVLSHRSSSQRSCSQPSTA
#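 Assay system: CHO-OTR cells, human receptor / Also added: oxytocin at about EC15, sub-maximal agonist stimulus / Dosing: single dose, 3.0 µM nominal final compound concentration / Incubation: 6 min pre-incubation, 100 s read / Technique: Fluo-8 calcium dye fluorescence / Read-out: % activation vs EC15 and EC100 oxytocin / Benchmarks: EC15 oxytocin low, 75 nM oxytocin high / Replicates: singlicate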
# CHRM4 antagonist – human M4 muscarinic receptor antagonists, primary screen, CHO cells, Fluo-8 calcium fluorescence. Muscarinic acetylcholine receptor M4 (Homo sapiens), P08173. CHO-hM4 cells, ACh EC80. inhibition, % at 3 µM. 360,000 tested, 0.73% active. AID 624125, 2012;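 active = inhibition above its plate's cutoff, the mean inhibition of sample wells plus 3 SD, cut at about 27% in these data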;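 note: 0% = acetylcholine EC80 with DMSO and 100% = DMSO without agonist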
# CHO parental Ca – ATP-evoked calcium signal inhibitors, parental CHO, primary screen, counter-screen for OX1R antagonist project, cell-based, fluorescence, Fluo-8 calcium dye; parental CHO-K1, ATP-induced calcium, Fluo-8 fluorescence; AID 463079, 2010; 330,000 tested, 0.63% active; inhibition, % at 5.6 µM;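 active = inhibition above that plate's mean sample inhibition plus 3 SD, cut at about 26% in these data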;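 note: 0% = ATP-challenged DMSO wells and 100% = DMSO wells without ATP; some compounds past the cut are filed as inactive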
#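 test system = CHO parental line | reagent = ATP stimulus | measured by = intracellular calcium via Fluo-8 no-wash fluorescent dye | control set = ATP and no-ATP DMSO wells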
# CHO-K1 Ca ag – counter-screen for M1 agonists: effect in parental CHO-K1 cells; 360,000 tested, 0.48% active; activation, % at 3 µM; AID 602248, 2012; Fluo-8 calcium fluorescence; scaled to maximal ATP response, vehicle zero; in the data active = activation above about 15%;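 note: untransfected CHO-K1 host cells lacking M1 receptor as counterscreen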
# CHRM1 PAM – human M1 muscarinic receptor positive allosteric modulators, primary screen, CHO-K1 cells, Fluo-8 calcium fluorescence, 1536-well; Muscarinic acetylcholine receptor M1 (Homo sapiens), P11229; CHO-K1 hM1, ACh EC20; 0% = ACh EC20, 100% = maximal ACh; activation, % at 3 µM; 360,000 tested, 0.088% active; in the data active = activation above about 19%, passing the limit was not always enough
# Target sequence (P11229 whole entry, looked up): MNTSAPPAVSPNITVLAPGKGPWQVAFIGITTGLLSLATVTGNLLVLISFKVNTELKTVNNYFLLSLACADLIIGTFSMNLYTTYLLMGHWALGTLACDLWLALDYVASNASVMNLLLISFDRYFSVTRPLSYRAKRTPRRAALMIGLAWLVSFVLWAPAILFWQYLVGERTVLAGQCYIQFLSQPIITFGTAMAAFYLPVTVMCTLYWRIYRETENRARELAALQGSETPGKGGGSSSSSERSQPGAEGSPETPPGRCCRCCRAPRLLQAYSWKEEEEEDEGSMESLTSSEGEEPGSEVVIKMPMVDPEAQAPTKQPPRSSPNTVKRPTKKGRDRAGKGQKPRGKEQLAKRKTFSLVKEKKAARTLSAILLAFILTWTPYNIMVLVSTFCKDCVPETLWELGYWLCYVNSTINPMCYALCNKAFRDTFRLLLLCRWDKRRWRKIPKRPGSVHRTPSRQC
# CHRM1 agonist – human M1 muscarinic receptor agonists, primary screen, Fluo-8 calcium fluorescence, CHO-K1 cells, HTS; CHO-K1 hM1, agonist mode; 0% DMSO, 100% acetylcholine EC100; activation, % at 3 µM; 360,000 tested, 0.33% active; Muscarinic acetylcholine receptor M1 (Homo sapiens), P11229; AID 588814, 2011;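 active = activation above the run's mean compound activation plus 3 SD, cut at about 16% in these data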;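 note: peak over basal fluorescence ratio within a 140 s kinetic read after compound addition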
# M4 ag – human M4 muscarinic receptor agonists, primary screen, CHO-K1 cells, Fluo-8 calcium fluorescence. 360,000 tested, 0.14% active. CHO-K1 hM4/Gqi5; vehicle 0%, full acetylcholine response 100%. Muscarinic acetylcholine receptor M4 (Homo sapiens), P08173. activation, % at 3 µM. AID 624127, 2012;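 active = activation above the run mean over all test wells plus 3 SD, cut at about 32% in these data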;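 note: peak over basal fluorescence ratio per well then scaled between controls; 0% = DMSO wells and 100% = acetylcholine at EC100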
# CHRM1 antagonist – human M1 muscarinic receptor antagonists, primary screen, CHO-K1 cells, Fluo-8 calcium fluorescence, 1536-well; Muscarinic acetylcholine receptor M1 (Homo sapiens), P11229; 360,000 tested, 1.3% active; CHO-K1 hM1, ACh EC80 antagonist; inhibition, % at 3 µM;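 active = percent inhibition above its own plate's cutoff, namely the mean of that plate's compound wells plus 3 SD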;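 note: peak over basal fluorescence ratio during 140 s after agonist addition; 0% = ACh EC80 plus DMSO and 100% = DMSO alone without agonist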
# CHO-K1 Ca antag – M1 antagonist counterscreen hit in parental CHO-K1 cells. ATP-induced calcium, Fluo-8 fluorescence. inhibition, % at 3 µM. 360,000 tested, 0.6% active;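 active = inhibition above a per-plate cutoff, the plate's mean sample inhibition plus 3 SD, cut at about 24% in these data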;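 note: 0% = DMSO plus EC80 ATP and 100% = DMSO alone without ATP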
# * = called active by the depositor; . = no result given; & = joins results of further samples. Outcome played no part in choosing rows (roughly 2.9% active in at least one column).
SMILES,OXTR potentiate,CHRM4 antagonist,CHO parental Ca,CHO-K1 Ca ag,CHRM1 PAM,CHRM1 agonist,M4 ag,CHRM1 antagonist,CHO-K1 Ca antag
C[C@]12CC[C@H](O)C[C@@H]1CC[C@@H]1[C@@H]2CC[C@@]2(C)[C@H]1CCC(=O)[C@]21CCCO1,.,-18,-16,-0.3,5,-2,1,-7,3
COc1ccc(OCC(O)CNC(=O)c2ccc(Br)cc2)cc1 (stereo not given),8,12,-16,-0.1,-1,-5,0,3,-2
COC(=O)c1ccsc1NC(=O)CN1CCN(c2ccc(F)cc2)CC1,-16,-1,-18,1.8,1,-2,5,-23,-14
O=C(C[n+]1ccn(CCCNP2(=O)C=C(c3ccccc3)OC(c3ccccc3)=C2)c1)c1cccs1,-13,-5,1,0.7,9,-5,0,-2,-15
COC(=O)CC(=O)CSc1nc(C)cc(C)c1C#N,-8,-9,-15,0.2,6,-4,1,-6,-4
CSCCC(NC(=O)c1ccccc1)C(=O)OCC(=O)NCc1ccco1 (stereo not given),1,6,-21,-0.7,-6,-3,0,19,4
Cc1ccc(S(C)(=O)=O)cc1C(=O)OCC(=O)N1CCCC1=O,.,15,.,1.2,6,-2,1,-6,-3
CCOC(=O)c1ccc(NC(=O)c2nc[nH]c2C(=O)N(C)CCO)cc1,.,-8,.,-0.1,-2,0,1,-6,7
O=c1c2ccccc2nnn1CSc1nnc(-c2cccs2)n1Cc1ccccc1,-5,-6,-17,1.9,7,-3,5,-2,-15
COc1ccc(C2=Nc3ccccc3NC(=O)C2N(CCCn2ccnc2)C(=O)c2cccc(S(C)(=O)=O)c2)cc1 (stereo not given),.,-5,.,0.1,-9,-12,0,7,5
O=C(O)CN=C1NC2(CCCCC2)Cc2ccccc21,-4,-10,-3,0.4,3,1,0,3,-7
CCc1nc(SCC(=O)c2c[nH]c3ccccc23)n[nH]1,1,11,-3,0.4,9,-8,2,-7,-4
CCN1CCN(c2nc(C)nc3c2sc(=S)n3C)CC1,.,-11,.,-0.1,7,-12,1,-13,1
CCc1nc(SCc2cccnc2)c(C#N)cc1C,-5,5,-20,1.4,11,-6,-1,-15,-15
Oc1cccnc1CCc1ccccc1,1,2,1,0.1,2,-8,1,6,-4
CCCc1cc(N2CCCC(C(=O)NCc3ccc4c(c3)OCO4)C2)n2ncnc2n1 (stereo not given),-7,-1,-8,-0.2,28*,-6,-3,7,4
Clc1ccccc1-c1nnc(-c2cccs2)o1,-24,3,-21,0.4,10,-15,0,-6,-5
Cc1cc(C)c(C(O)c2ncc(-c3ccccc3C)[nH]2)c(C)c1 (stereo not given),.,4,.,0.5,-18,-9,2,22,5
CCNc1cc2n(c(=O)n1)CCc1cc(OC)c(OC)cc1-2,1,4,-4,0.3,4,-1,0,-2,-3
CC1Cc2ccccc2N1c1ncnc2c1nnn2Cc1ccccc1Cl (stereo not given),-1,-4,-12,0.0,12,-2,2,-33,-2
CC(=O)c1ccccc1NC(=O)COC(=O)C1=NN(c2ccccc2)C(=O)CC1,.,-13,.,0.5,17,-1,1,-14,2
CCCn1c(N)c(N(CCOC)C(=O)c2ccc(N3CCCC3=O)cc2)c(=O)[nH]c1=O,-2,-5,-4,1.6,7,0,0,-5,-9
COc1ccc(CCN2C(=O)CS/C2=N/NC(=O)c2ccccc2F)cc1OC,-3,0,-16,0.6,3,-5,3,1,-5
CCCCN1C(=O)C(CC(=O)NCc2cccs2)CC(C(=O)N(CC)CC)=C1C (stereo not given),.,5,.,-0.5,7,-5,0,-9,8
O=C(COC(=O)c1ccncc1)c1ccc(Br)cc1,-8,8,-1,2.2,6,-1,2,-5,-14
SMILES,OXTR potentiate,CHRM4 antagonist,CHO parental Ca,CHO-K1 Ca ag,CHRM1 PAM,CHRM1 agonist,M4 ag,CHRM1 antagonist,CHO-K1 Ca antag
Cc1ccc(S(=O)(=O)N2CCN(CCOc3cccc(C)c3)CC2)cc1,-5,-9,-25,0.4,11,-4,1,-5,-22
CC1CCCC(NC(=O)COC(=O)c2c[nH]c(=O)[nH]c2=O)C1C (stereo not given),-15,-2,2,0.3,-2,-4,-1,0,-6
O=C(NC1CCCCCC1)c1ccc(-n2cnnc2)cc1,-1,4,-8,1.4,9,-1,1,-9,7
COc1ccc(/C=C/C(=O)NC(=S)Nc2ccc(N3CCN(C(C)=O)CC3)cc2)cc1,-5,-6,-41,0.1,8,-3,0,-3,-2
Cn1nc(C(=O)Nc2cccc(C(F)(F)F)c2)c2ccccc2c1=O,-6,13,-33,-0.2,11,-3,-3,-3,4
COc1ccc(NC(=O)Nc2c(C)n(-c3ccccc3)c(=O)n2C)cc1OC,-16,-4,-7,0.7,3,-4,1,-3,2
CCCS(=O)(=O)c1nc(S(=O)(=O)c2ccc(C)cc2)c(N2CCC(C(N)=O)CC2)s1,2,-1,-9,1.0,7,-3,3,-4,-9
CCCC1=C(C(=O)OCC)C(c2ccc(OC)c(C)c2OC)C(C#N)=C(N)O1 (stereo not given),-3,6,-11,0.6,-3,-6,1,4,-11
COc1ccc(C)cc1NC(=O)C1CCN(S(C)(=O)=O)CC1,-5,0,-10,-0.3,2,-2,0,-1,-5
CC(C)(C)C(=O)NNC(=O)c1ccc(Oc2cc(Cl)cc(Cl)c2)o1,-7,-2,0,0.2,12,-1,2,-14,-2
Cc1cccc(C(=O)N2CCC(n3nnc4cc(F)ccc43)CC2)c1,-7,8,-9,0.9,3,-3,2,0,1
C#CCN(C[C@@H]1[C@@H](OC(=O)NC2CCCC2)[C@@H](OC(=O)NC2CCCC2)CN(C(=O)OC(C)C)N1C(=O)OC(C)C)S(=O)(=O)c1ccc(C)cc1,.,-21,.,0.2,-9,-8,-1,2,-14
Cc1ccc2nc(Nc3ccccc3)c(/C=N/O)c(=O)n2c1,-8,7,-22,1.3,0,0,6,-4,26*
CC1(C(=O)Nc2nnc(C(C)(C)C)s2)Cc2ccccc2C(=O)O1 (stereo not given),-7,4,5,0.2,8,-7,0,-4,-10
O=C(Cn1nnc2c(cnn2-c2ccc(F)cc2)c1=O)OC1CCCCC1,-6,-15,-15,1.6,-11,-1,6,10,12
COc1cccc(NC(=O)NC2CCCc3ccccc32)c1 (stereo not given),-7,-6,-21,4.3,12,-10,2,-13,-10
CCN(CC)CCCNC(=O)CN1N=C(c2ccc(OC)cc2)CCC1=O,-12,-8,-1,-0.1,9,-6,0,-21,-11
CCOC(=O)c1sc2nc3c(SCCC(=O)O)cc(C(=O)c4cc(OC)ccc4O)cn3c(=O)c2c1C,.,7,.,1.4,10,0,1,-16,-10
CC1(C)Cc2ccccc2C(c2cc3ccccc3oc2=O)=N1,-7,0,-13,0.4,6,-5,1,-11,5
Cc1cc(NC(=O)NC(=O)c2ccccc2)no1,-5,3,-1,0.2,2,-2,1,1,-5
CN(C)CC(C)(C)CNS(=O)(=O)c1ccc(Cl)c(Cl)c1,-6&1,5&-1,-14&-4,1.1&0.4,14&9,-14&-13,2&1,-11&-10,-7&-2
O=C(CCNC(=O)c1ccc(Br)cc1)Nc1ccccc1N1CCCC1,-2,4,-18,0.8,-3,-4,1,3,-4
CCCCC(c1nc2ccccc2[nH]1)n1c(-c2ccccc2)nc2ccccc21 (stereo not given),.,9,.,0.1,-2,-4,1,-24,-18
CN(CCCOc1ccccc1Br)Cc1ccccc1,-2,-6,-28,1.3,-4,-7,1,6,-18
Cc1cc(-c2ccc(Cl)cc2)n2nc(N)nc2n1,0,-1,-5,-0.6,15,-3,0,-44,-20
SMILES,OXTR potentiate,CHRM4 antagonist,CHO parental Ca,CHO-K1 Ca ag,CHRM1 PAM,CHRM1 agonist,M4 ag,CHRM1 antagonist,CHO-K1 Ca antag
CC(OC(=O)c1cc2sccc2n1C)C(=O)NCc1cccs1 (stereo not given),-1,10,-15,1.2,-6,-7,3,7,-4
Nc1[nH]nc2nc(N3CCOCC3)nc(-c3ccccc3)c12,-15,-9,-21,0.4,2,-5,1,2,-11
O=C(NNC(=S)Nc1cccc(C(F)(F)F)c1)c1ccncc1,.,-6,.,0.0,6,-4,0,-4,6
Cc1cccc(/C=C2\CCC(C3CCCC3)C2=O)c1 (stereo not given),-10,4,-3,0.0,-2,-7,0,-3,6
C/C(=N\NC(=O)CNc1cccc2ccccc12)c1ccc(Br)s1,-6,-13,-6,-0.8,8,3,1,-13,-10
Cc1ccc(-n2c(-c3c(-c4ccccc4)noc3C)n[nH]c2=S)cc1,3,14,-9,0.3,4,-4,-1,1,5
COc1ccc(CCNS(=O)(=O)c2ccc(C(=O)NCc3ccco3)cc2)cc1OC,-3,6,-8,1.4,5,-5,1,-12,-7
C/C(=N\n1c(C)nc2ccccc2c1=O)c1ccc(N)cc1,3,2,-3,0.8,8,-3,1,-7,-7
CC1(C)Oc2cc3oc(-c4cc(O)cc(O)c4)cc3cc2CC1O (stereo not given),-2,1,4,0.8,1,-2,1,-7,6
CCC1Nc2ncnc(N3CCN(c4ccccc4)CC3)c2N(Cc2ccc(Cl)cc2)C1=O (stereo not given),-10,-3,-36,-0.3,5,-4,2,4,-2
CCCNc1nc2ccccc2c(=O)[nH]1,-11,-2,-15,0.8,10,-4,1,-4,-2
Cc1cccc(C(=O)NC(=S)N2CCN(C(=S)NC(=O)c3cccc(C)c3)CC2)c1,0,0,-15,1.0,3,-6,0,-10,-9
Fc1ccc(C2=Nn3c(nnc3-c3ccco3)SC2)cc1,-6,-5,-11,0.8,17,3,0,-7,-10
CCOC(=O)/C(=C/c1c2ccccc2cc2ccccc12)NC(=O)c1ccccc1,-16,-2,-15,-0.1,7,-2,-1,-16,3
COc1ccc(NC2CCCN(C(=O)CCCn3cncn3)C2)cc1 (stereo not given),-3,0,4,18*,2,-1,1,2,11
Cc1cccc(N2CCN(C(=O)COc3cccc4c3OC(C)(C)C4)CC2)c1C,-18,-6,2,2.1,4,-8,4,2,6
CCOc1cc(/C=N\Nc2ccc([N+](=O)[O-])cc2)ccc1OCC(=O)Nc1ccc(C)c(C)c1,-11,6,-11,0.3,12,-2,1,-4,-6
O=C(CN1CCCCC1)NC(=O)NCc1ccccc1,-4,2,-3,0.0,0,-6,1,1,-3
